ABCG2 inh: blocks JC-1 efflux by human ABCG2 transporter; inhibition, % at 6.6 µM; IgMXP3 cells, flow cytometry; Q9UNQ0; hit rate 0.1% among 190,000;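 active means inhibition above 80%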;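 further: 0% = DMSO and 100% = nicardipine control wells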
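Assay system – ABCG2 IgMXP3 and barcoded ABCB1 CCRF-Adr cell mix · Input – 3 million cells/mL in well · Reagent – JC-1 fluorescent substrate · Compound – single test compound dose, 6.6 µM final · Timing – 10 min exposure at 25 °C with rotation, no wash · Detection – flow cytometry of retained JC-1 fluorescence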
RGS8-Gao reg: modulates binding of RGS8 to human Galphao. response (percent of control binding), % at 10 µM. multiplexed bead flow cytometry; actives lie on both sides. hit rate 0.34% among 220,000; in the data active means response below about 60% or above about 140%; inactive means in between;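 further: Galphao activated as the GDP aluminium fluoride complex binding bead-coupled RGS8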
Target sequence (P09471 whole entry, looked up): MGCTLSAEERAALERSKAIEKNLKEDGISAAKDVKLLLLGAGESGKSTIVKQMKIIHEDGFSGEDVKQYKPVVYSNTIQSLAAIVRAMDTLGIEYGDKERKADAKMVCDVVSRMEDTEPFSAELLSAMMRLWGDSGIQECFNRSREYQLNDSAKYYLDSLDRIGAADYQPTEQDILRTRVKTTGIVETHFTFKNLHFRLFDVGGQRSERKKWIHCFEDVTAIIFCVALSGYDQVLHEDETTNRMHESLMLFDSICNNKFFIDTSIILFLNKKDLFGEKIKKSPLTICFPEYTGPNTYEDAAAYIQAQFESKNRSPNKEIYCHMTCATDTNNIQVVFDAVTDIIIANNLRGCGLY
Bim-Bcl-W: disrupts Bim peptide binding to human Bcl-W; bead-based flow cytometry; hit rate 0.02% among 190,000; inhibition, % at 10 µM; AID 952;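 further: 0% = bound tracer without compound and 100% = peptide blocker; higher means less fluorescent Bim peptide bound to Bcl-W beads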
Bim-Mcl-1: human Bim-Mcl-1 interaction inhibition; inhibition, % at 10 µM; Q07820; Bead-based flow cytometry, Bim peptide-Mcl-1 binding; hit rate 0.1% among 190,000;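 further: 0% = no compound tracer wells and 100% = peptide blocker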
RGS4-Gao reg: human RGS4-Galphao interaction regulation | P09471 | Multiplexed bead flow cytometry, RGS4-Galphao binding; actives lie on both sides | binding response (% of control), % at 10 µM | hit rate 0.33% among 220,000 | AID 1415; in the data active means binding response below about 49% or above about 150%; inactive means in between;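 further: fluorescent Galphao activated with aluminum fluoride binding bead-coupled RGS4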
Bim-Bcl-XL: disrupts Bim peptide binding to human Bcl-XL; Q07817; hit rate 0.04% among 190,000; inhibition, % at 10 µM; bead flow cytometry, fluorescence
Target sequence (Q07817 whole entry, looked up): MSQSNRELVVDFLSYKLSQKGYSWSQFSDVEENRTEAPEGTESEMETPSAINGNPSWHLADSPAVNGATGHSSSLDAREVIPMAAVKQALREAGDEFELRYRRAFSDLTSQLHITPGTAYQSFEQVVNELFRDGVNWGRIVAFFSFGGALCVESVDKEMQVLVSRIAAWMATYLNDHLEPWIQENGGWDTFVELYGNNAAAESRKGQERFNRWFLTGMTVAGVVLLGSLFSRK
Bim-Bcl-B: inhibitors of Bim-Bcl-B interaction, human; bead-based flow cytometry, Bim peptide-Bcl-B binding; inhibition, % at 10 µM; hit rate 0.073% among 190,000; AID 951;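 further: 0% = tracer peptide without compound and 100% = reference inhibitor peptide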
Target sequence (Q9HD36 whole entry, looked up): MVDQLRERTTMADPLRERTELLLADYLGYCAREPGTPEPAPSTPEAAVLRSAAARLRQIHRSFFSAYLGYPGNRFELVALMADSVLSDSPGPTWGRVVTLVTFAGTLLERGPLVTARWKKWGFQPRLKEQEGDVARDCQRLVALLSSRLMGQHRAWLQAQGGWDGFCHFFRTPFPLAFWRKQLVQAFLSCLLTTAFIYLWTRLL
RGS7-Gao reg: regulators of human RGS7-Galphao interaction; AID 1439; hit rate 0.35% among 220,000; binding response (% of control), % at 10 µM; Multiplexed bead flow cytometry, RGS7-Galphao binding; actives lie on both sides; in the data active means binding response below about 49% or above about 150%; inconclusive means no clear call, values can overlap the other calls; inactive means in between;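 further: fluorescent Galphao held in activated GDP-AlF4 state binding bead-coupled RGS7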
Bfl-1 Bim block: human Bim-Bfl-1 interaction inhibition. Q16548. Bead-based flow cytometry, Bim-Bfl-1 binding inhibition. inhibition, % at 10 µM. hit rate 0.12% among 190,000. AID 1008;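 further: 0% = wells without compound plus tracer and 100% = blocker peptide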
ABCB1 inh: human ABCB1 inhibition, ABCG2 as counter-screen | inhibition, % at 6.6 µM | hit rate 0.067% among 190,000 | P08183 | CCRF-Adr cells, JC-1 efflux, flow cytometry; in the data active means inhibition above about 40%;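 further: 0% = vehicle and 100% = reference inhibitor; higher value means more JC-1 retained so stronger ABCB1 efflux block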
Bim-Bcl-2: human Bim-Bcl-2 interaction inhibition | Bead-based flow cytometry, Bim peptide-Bcl-2 binding | inhibition, % at 10 µM | AID 950 | hit rate 0.06% among 190,000; in the data active means inhibition above about 40%; inconclusive means no clear call, values can overlap the other calls;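 further: 0% = no compound wells with probe peptide and 100% = reference peptide inhibitor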
Target sequence (P10415 whole entry, looked up): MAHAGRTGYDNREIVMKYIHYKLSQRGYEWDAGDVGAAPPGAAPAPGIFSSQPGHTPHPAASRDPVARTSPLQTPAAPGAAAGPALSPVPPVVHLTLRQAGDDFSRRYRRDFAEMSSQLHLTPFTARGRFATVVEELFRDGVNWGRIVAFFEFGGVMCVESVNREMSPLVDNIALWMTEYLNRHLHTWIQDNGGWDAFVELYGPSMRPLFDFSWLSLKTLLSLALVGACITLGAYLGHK
Numbers without * were called inactive; ? = inconclusive; [ ] = another dose, or the depositor's remark. Unless noted, no stated cut-off is given here; in the data, active means inhibition above about 40%. Compounds as they come; overall some 0.94% were active at least once.

Start of the data: the first four records, to show the layout:
SMILES	ABCG2 inh	RGS8-Gao reg	Bim-Bcl-W	Bim-Mcl-1	RGS4-Gao reg	Bim-Bcl-XL	Bim-Bcl-B	RGS7-Gao reg	Bfl-1 Bim block	ABCB1 inh	Bim-Bcl-2
COc1ccc(NC(=O)c2[nH]c(C)c(C(C)=O)c2C)cc1Cl	1	94	5	2	86	-4	-4	97	-8	0.4	1
CN(C)S(=O)(=O)c1ccc(C(=O)NCCSc2ccc(Br)cc2)cc1	23	85	-1	-2	98	-7	-10	101	1	1.0	-1
Cc1cc([N+](=O)[O-])ccc1NCc1cccc([N+](=O)[O-])c1	6	100	-1	-4	103	-1	-5	103	-1	1.1	0
COc1cccc(CC(=O)Nn2c(C)nc3ccccc3c2=O)c1	0	99	6	1	103	-1	-4	96	-5	0.2	0

The whole of this part, from the start:
SMILES	ABCG2 inh	RGS8-Gao reg	Bim-Bcl-W	Bim-Mcl-1	RGS4-Gao reg	Bim-Bcl-XL	Bim-Bcl-B	RGS7-Gao reg	Bfl-1 Bim block	ABCB1 inh	Bim-Bcl-2
COc1ccc(NC(=O)c2[nH]c(C)c(C(C)=O)c2C)cc1Cl	1	94	5	2	86	-4	-4	97	-8	0.4	1
CN(C)S(=O)(=O)c1ccc(C(=O)NCCSc2ccc(Br)cc2)cc1	23	85	-1	-2	98	-7	-10	101	1	1.0	-1
Cc1cc([N+](=O)[O-])ccc1NCc1cccc([N+](=O)[O-])c1	6	100	-1	-4	103	-1	-5	103	-1	1.1	0
COc1cccc(CC(=O)Nn2c(C)nc3ccccc3c2=O)c1	0	99	6	1	103	-1	-4	96	-5	0.2	0
O=C(C1CCN(S(=O)(=O)Cc2ccccc2)CC1)N1CCCc2ccccc21	6	99	-1	-2	102	-4	-7	96	-11	1.3	-10
COC(=O)c1cc(NC(=O)c2ccccc2F)cc(C(=O)OC)c1	5	106	0	1	100	1	-2	103	-4	1.1	0
Cc1cc(C)n2nc(C(=O)N3CCCC(CNS(=O)(=O)c4cccs4)C3)cc2n1 (stereo not drawn)	0	104	0	0	100	-1	0	98	-6	-0.2	0
CSc1nc(C)cc(SC(C(C)=O)C(=O)Nc2ccccc2)n1 (stereo not drawn)	0	100	-4	-6	103	-3	-3	96	0	-0.1	-6
Cc1c(NC(=O)CN2C(=O)c3ccc([N+](=O)[O-])cc3C2=O)c(=O)n(-c2ccccc2)n1C	7	103	3	1	106	2	0	?	-2	0.5	0
O=C(Nc1ccc(Cl)cn1)c1ccc(-c2cc(Cl)ccc2Cl)o1	1	100	-3	-3	99	0	1	96	0	0.1	-3
Cc1csc(SCC(=O)NC2CCCCC2)n1	0	108	0	0	105	-3	-6	106	-5	0.4	-6
CCc1ccc(N2CC(C(=O)Nc3cc(C)ccc3F)CC2=O)cc1 (stereo not drawn)	3	105	0	0	104	0	1	107	-4	0.3	-5
Cc1cc([N+](=O)[O-])nn1CC(=O)NCCCn1ccnc1	4	122	0	2	147	-1	2	269*[activator]	-5	0.3	0
CCOc1ccc(NC(=O)CNC(=O)COc2ccccc2)cc1	25	107	-4	-4	102	-6	-6	105	-3	0.5	-3
COC(=O)C1CSC(C(=O)OC)N1C(=O)Nc1c(C)cccc1C (stereo not drawn)	1	100	0	-2	98	-7	-12	101	-10	0.3	-9
Cc1ccc(C(=O)CSc2nnc(-c3ccco3)n2Cc2ccccc2)cc1	5	102	-3	-3	103	-2	-4	106	-1	0.6	0
Cc1nonc1CC(=O)N1CCCC(C(=O)c2cccc(C(F)(F)F)c2)C1 (stereo not drawn)	6	101	-3	-1	101	-3	1	100	2	2.6	0
S=C(NCCc1ccccc1)Nc1ccc(Cl)cc1Cl	2	99	-2	0	98	-1	-6	101	-6	0.3	-5
COc1ccc(Cc2noc(CN3CCNC(=O)CC3)n2)cc1OC	4	87	0	-1	101	0	-2	82	-3	5.2	-1
COc1ccc(CNC(=O)CSCc2cnn(-c3ccccc3)c2-n2cccc2)cc1	2	105	0	0	102	0	0	105	-1	1.1	-1
CCOC(=O)C1CCN(C(=O)c2ccc(Cl)c(NC3=NC4CS(=O)(=O)CC4S3)c2)CC1 (stereo not drawn)	5	102	-3	-4	99	-6	-6	99	-4	1.9	-1
C/C(Cl)=C\Cn1c(N2CCCC2)nc2c1c(=O)[nH]c(=O)n2C	3	99	0	1	98	-1	0	98	-2	0.9	-2
Clc1ccc(Nc2nc(C3CC3)cs2)cc1	-3	101	-3	0	103	-9	-5	99	-6	-3.1	-3
Cc1cc(C)c(-c2csc(NC(=O)COC(=O)c3ccc4c(c3)OCO4)n2)c(C)c1	0	99	-5	-4	100	-7	-6	105	-2	2.3	-7
CS(=O)(=O)N1CCC(C(=O)Nc2ccc(C(F)(F)F)cc2)CC1	12	101	-3	0	100	-3	-2	103	-3	0.0	-4

More results follow.
SMILES	ABCG2 inh	RGS8-Gao reg	Bim-Bcl-W	Bim-Mcl-1	RGS4-Gao reg	Bim-Bcl-XL	Bim-Bcl-B	RGS7-Gao reg	Bfl-1 Bim block	ABCB1 inh	Bim-Bcl-2
Cc1nc2ccc(NC(=O)N3CCC(c4ccccc4)C3)cc2nc1C (stereo not drawn)	0	102	2	0	102	0	-4	116	-6	0.1	-3
O=C(CSc1nc2ccccc2o1)Nc1nc(-c2ccccc2)cs1	27	98	-7	-9	95	-10	-10	97	-7	-0.4	-6
Cc1ccccc1Nc1nnc(SCC(=O)NC(=O)NCc2ccco2)s1	7	105	1	-3	108	0	-1	106	-1	1.3	0
COc1ccc(C(=O)c2nc3c(n2O)CCCCC3)cc1	6	101	3	-4	101	-9	-7	97	-17	0.1	-7
CCO[C@@H]1OC(C(=O)Nc2ccccc2)=C[C@H](c2csc3ccccc23)[C@H]1CCCO	4	97	0	0	97	0	-7	101	-3	1.5	0
COCCn1c(C)cc(C(=O)COC(=O)c2ccc3ncsc3c2)c1C	5	47*	0	-1	-46*	-1	0	15*	0	0.8	1
Cc1nc([N+](=O)[O-])c(Br)n1CC(=O)c1ccc(F)cc1	12	99	3	-1	98	3	-7	104	0	1.8	-6
O=C(CN1CCS(=O)(=O)CC1)NNC(=O)C1CCCCC1	1	98	0	2	100	-3	0	101	-2	0.0	-3
C(=C\c1ccccc1)/C=N/N1CCN(Cc2ccccc2)CC1	-2	94	3	3	102	1	2	100	4	-0.1	3
CCOC(=O)C1(Cc2ccccc2)CCCN(Cc2ccc(OCCO)cc2)C1 (stereo not drawn)	7	101	-2	-3	102	-3	-1	101	0	1.1	-2
O=C(COC(=O)c1ccc2ccccc2n1)NCc1ccccc1	15	104	0	0	102	1	-1	?	-3	1.9	0
COC(=O)Cc1cc(=O)[nH]c(/N=C(\N)Nc2ccccc2C)n1	0	104	-4	-3	100	-4	-5	102	0	0.4	-1
COc1cccc(C(=O)Nc2ccc(NC(C)=O)cn2)c1	19	102	-3	-4	102	-6	-7	102	-16	0.2	-10
CN(C(=O)c1ccc(Cl)c(S(=O)(=O)N2CCOCC2)c1)c1ccccc1C(=O)O	0	94	0	-1	93	0	2	94	0	0.2	0
COc1ccc(Cc2nnc(SCc3ccc([N+](=O)[O-])cc3)o2)cc1	7	100	0	-5	100	-1	2	97	4	1.6	-7
CCOC(=O)c1c(C2CCN(C(=O)OCC)CC2)nc2ccccn12	4	88	7	9	85	9	4	89	9	0.9	6
CCCOc1ccccc1C1NC(=O)NC(C)=C1C(=O)OCCOC (stereo not drawn)	9	104	-3	-5	101	-8	-10	99	-16	0.1	-7
COc1ccc(CNCC(O)(c2ccc(Cl)cc2)c2ccc(Cl)cc2)cc1OC	8	102	-1	-3	100	-1	0	99	-1	6.3	-1
CCN1C(=O)CSc2ccc(C(=O)NCCCN3CCOCC3)cc21	5	103	0	-2	100	-2	-1	94	-2	0.6	1
Cc1ccc(NC(=O)OCCN2CCN(Cc3ccccc3)CCC2=O)cc1	-7	101	-3	-2	102	-3	-1	103	1	0.2	-1
CCSC1=N/C(=C\c2ccc(C(=O)O)cc2)C(=O)S1	19	104	-4	-4	103	-2	-1	103	4	-0.2	1
CCN(CC)C(=O)C(=O)c1ccn(-c2c(C)csc2C(=O)OC)c1	0	100	-1	-3	104	1	-1	102	2	-0.3	0
Cc1ccc(OCC(=O)NCC(=O)n2nc(C)cc2C)cc1	2	101	0	-3	101	-2	0	104	-3	0.7	-2
O=C(Nc1c(Cl)cccc1Cl)C1CCC1	4	95	-3	-2	87	-3	-3	92	-2	0.9	-3
COc1ccc(NC(=O)N2CC(C)OC(C)C2)cc1OC (stereo not drawn)	5	104	-2	0	103	0	-1	106	1	0.4	2

Following part
SMILES	ABCG2 inh	RGS8-Gao reg	Bim-Bcl-W	Bim-Mcl-1	RGS4-Gao reg	Bim-Bcl-XL	Bim-Bcl-B	RGS7-Gao reg	Bfl-1 Bim block	ABCB1 inh	Bim-Bcl-2
CC(=Nc1ccccc1)C1=C(O)CCCC1=O	-3	115	5	11	95	8	24	95	15	-0.4	14
COc1ccc(/C=N/n2c(SC)nnc2-c2ccccc2)c(OC)c1OC	-3	99	-3	-2	100	-35	-11	103	-9	-2.5	-7
CCOC(=O)/C(=N\Nc1cc(Cl)ccc1Cl)N1CCOCC1	1	99	-1	-1	95	-4	-3	93	-7	-0.1	-2
CCc1cccc(CC)c1N(COC)C(=O)Cn1c(CO)nc2ccccc21	2	110	0	-2	106	0	3	106	0	0.2	-2
O=C(CSc1nc2c(cnn2-c2ccc(F)cc2)c(=O)[nH]1)N1N=C(c2cccs2)CC1c1ccc(F)cc1 (stereo not drawn)	3	92	-7	-2	101	-6	-7	101	-1	1.9	-2
Cc1ccc(S(=O)(=O)N(CC(=O)N/N=C/c2ccc(F)cc2)c2cccc3cccnc23)cc1	4	102	6	10	99	11	4	103	10	-0.3	13
CC(C)CNC(=O)CSc1nnc2ccccn12	0	107	1	2	105	-3	-4	107	-3	0.3	-1
COC(=O)C(NC(=O)c1ccccc1)=C1CCCCC1	1	107	2	2	106	0	-2	104	-12	0.2	-4
S=C(NC1CCCCC1)N1CCN(c2ccccn2)CC1	6	99	-5	0	93	-5	-7	105	-10	0.4	-5
O=C(Nc1nnc(C2=COCCO2)o1)c1ccc(S(=O)(=O)N2CCCC2)cc1	2	99	-5	-2	99	-3	-3	95	-3	-0.1	0
COc1cc(OC)c(S(=O)(=O)NCc2cccnc2)cc1NC(C)=O	1	104	0	1	100	-1	-2	95	-7	0.4	-5
c1csc(-c2csc3nc(CN4CCOCC4)nc(NCc4ccc5c(c4)OCO5)c23)c1	7	101	-2	0	101	-1	-4	99	0	3.8	-2
CCOC(=O)/C=C1\NC(C)(C)Cc2cc(OC)c(O)cc21	3	103	2	0	99	-18	-9	102	-8	0.6	-6
CC(=O)Nc1ccc2[nH]c(C)cc(=O)c2c1	0	99	5	1	102	1	-1	98	-9	-0.2	-4
CCc1c(C)sc2nc3c(C(=O)N4CCOCC4)cc(C(=O)c4ccccc4O)cn3c(=O)c12	4	99	-6	-3	99	-6	-16	?	-7	8.3	-5
COc1cccc(Nc2nnc(SCc3cc([N+](=O)[O-])cc4c3OCOC4)s2)c1	46	97	0	-4	95	-4	-11	101	-15	1.0	-12
CCOc1cc(-c2nc(-c3ccccc3)c(-c3cc([N+](=O)[O-])ccc3C)[nH]2)ccc1O	5	99	-4	0	96	0	-3	101	-1	0.8	-3
Cc1cc(C)cc(NC(=O)COC(=O)c2cc(C)oc2C)c1	7	104	-3	0	106	-4	-7	100	-2	1.4	-1
NC(=O)C(=O)N/N=C/c1c[nH]c2ccc(Br)cc12	-2	98	-4	1	100	-3	4	100	1	-0.7	1
